PKA-R1A act = PKA-R1A complex activation | PKA-R1A dissociation, Cy5-IP20 fluorescence polarization; scaled: DMSO 0%, 113 µM cGMP 100% | activation, % at 11.4 µM | 340,000 tested, 0.083% active | P00514+P68181;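 active means percent activation above the mean of all tested compounds plus 3 SD, cut at about 19% in these data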;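 further: higher means more PKAc released from R1A so a rise in polarization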
HTR5A ag = counter-screen for OPRM1-OPRD1 agonists: human HTR5A agonism | HTR5A agonist assay, luminescence, cell-based | AID 504692 | activation, % at 9.3 µM | 340,000 tested, 0.61% active | P47898; in the data active means activation mostly above about 9.5%, no sharp cut-off; inactive means mostly below about 7.6%;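 further: 0% = cells with vehicle only and 100% = reference agonist; strong numbers were not always called active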
AddAB inh = less growth of phage-infected E. coli with AddAB; inhibition, % at 11.9 µM; AID 435030; E. coli expressing H. pylori AddAB, absorbance growth; 330,000 tested, 0.29% active; in the data active means inhibition above about 12%;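 further: 0% = vehicle wells of infected cells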
OPRM1-OPRD1 inv = inverse agonists of human mu-delta opioid receptor heterodimerization | cell-based MOR-DOR heterodimer luminescence, inverse agonism | P35372+P41143 | inhibition, % at 9.3 µM | AID 504357 | 340,000 tested, 0.21% active; in the data active means inhibition above about 22%, passing the limit was not always enough;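 further: 0% = cells with DMSO and 100% = wells without cells with DMSO; values of inactives mirror those of a sister screen read the other way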
SUMO Mot1 rescue = SUMOylation pathway inhibition by Mot1-301 growth rescue | growth rescue, % at 18.8 µM | AID 2716 | S. cerevisiae Mot1-301 growth rescue, ATP luminescence, 38.5C; percent above DMSO median, 100 means doubled | 320,000 tested, 1% active;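 active means every valid replicate shows activation above 250% relative to neutral control wells; inactive means the rest, any valid replicate at or below 250%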;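 further: OY570 slx delta 5 strain wells were the positive control but not used for scaling; some compounds called inactive have numbers as strong as hits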
PfHsp90 set2 = growth inhibition of yeast expressing Plasmodium Hsp90; 310,000 tested, 0.32% active; S. cerevisiae expressing PfHsp90, BacTiter-Glo ATP, 48 h; yeast lacking PDR1 and PDR3 efflux regulators; inhibition, % at 9.4 µM; AID 504621;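 active means every replicate shows inhibition above about 80%, whatever the replicate mean, limit read from the data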;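 further: 0% = DMSO neutral controls and 100% = 20 µM radicicol positive controls; yeast relying on Plasmodium falciparum Hsp90 in place of its own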
MOR-DOR ag = OPRM1-OPRD1 heterodimerization agonism; P35372+P41143; cells, luminescence; activation, % at 9.3 µM; 340,000 tested, 0.3% active; AID 504326; in the data active means activation above about 18%;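 further: 0% = vehicle-treated cells and 100% = reference agonist; values of inactives mirror those of a sister screen read the other way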
DSG3 Ab inh = inhibitors of pemphigus antibody binding to human desmoglein-3; P32926; DSG3-coupled beads, scFv-anti-DSG3-GFP binding, flow cytometry; stronger effect = lower value; binding (percent of control), % at 10 µM; 310,000 tested, 0.48% active;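 active means binding more than 3 SD below its plate's average and above zero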;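 further: hits lower antibody fragment binding to DSG3; some compounds called inactive have numbers as strong as hits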
Target sequence (P32926 whole entry, looked up, the tested form may be a part): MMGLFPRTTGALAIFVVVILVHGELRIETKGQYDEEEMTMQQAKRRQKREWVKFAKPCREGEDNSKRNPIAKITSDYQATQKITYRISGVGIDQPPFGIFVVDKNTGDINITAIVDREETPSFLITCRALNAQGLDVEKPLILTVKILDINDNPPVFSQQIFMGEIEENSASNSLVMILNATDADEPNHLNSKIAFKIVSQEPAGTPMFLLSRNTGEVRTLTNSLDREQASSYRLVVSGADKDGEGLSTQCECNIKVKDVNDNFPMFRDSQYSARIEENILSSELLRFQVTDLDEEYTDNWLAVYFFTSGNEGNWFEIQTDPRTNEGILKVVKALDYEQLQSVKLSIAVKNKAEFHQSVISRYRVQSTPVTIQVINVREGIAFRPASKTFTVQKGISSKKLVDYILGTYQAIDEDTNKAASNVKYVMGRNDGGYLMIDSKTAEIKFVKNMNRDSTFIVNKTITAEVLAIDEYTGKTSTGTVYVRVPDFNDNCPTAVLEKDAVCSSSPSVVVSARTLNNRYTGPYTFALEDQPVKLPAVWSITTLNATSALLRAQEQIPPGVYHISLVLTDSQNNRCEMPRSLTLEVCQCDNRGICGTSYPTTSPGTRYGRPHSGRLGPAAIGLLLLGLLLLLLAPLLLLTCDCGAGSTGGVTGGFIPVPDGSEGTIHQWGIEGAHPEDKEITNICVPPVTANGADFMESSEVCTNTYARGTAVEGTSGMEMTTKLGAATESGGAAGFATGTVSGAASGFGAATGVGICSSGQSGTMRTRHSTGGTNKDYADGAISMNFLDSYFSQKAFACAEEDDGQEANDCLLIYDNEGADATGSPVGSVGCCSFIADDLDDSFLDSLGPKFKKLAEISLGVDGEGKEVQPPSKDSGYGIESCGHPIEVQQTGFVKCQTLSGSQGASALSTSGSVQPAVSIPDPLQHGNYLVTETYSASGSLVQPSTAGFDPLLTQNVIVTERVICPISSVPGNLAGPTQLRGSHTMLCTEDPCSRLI
phage Ecoli inh = E. coli growth loss with phage present; 360,000 tested, 0.26% active; AID 651602; inhibition, % at 11.9 µM; growth absorbance; in the data active means inhibition above about 11%
HTR5A inv ag = counter-screen for OPRM1-OPRD1 inverse agonists: human HTR5A inverse agonism. 340,000 tested, 0.083% active. HTR5A cell line, luminescence. P47898. inhibition, % at 9.3 µM; in the data active means inhibition mostly above about 23%, no sharp cut-off; inactive means mostly below about 18%;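 further: 0% = cells with DMSO and 100% = no-cell wells with DMSO; some compounds called inactive have numbers as strong as hits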
Ecoli viability = bacterial growth inhibition, counter-screen for AddAB inhibitors; E. coli V3065 growth, OD600 absorbance, 18 h; inhibition, % at 11.9 µM; 330,000 tested, 0.27% active; AID 449728;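 active means inhibition above the campaign's mean inhibition across all tested compounds plus 3 SD, cut at about 9.9% in these data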;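 further: uninfected addAB+ strain grown without phage in ampicillin broth; 0% = DMSO wells and 100% = ciprofloxacin 0.95 µg/ml wells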
Starred values were filed as active, the others as inactive.

`O=C(CC1SCCNC1=O)Nc1ccc(Cl)c(Cl)c1` (stereo not given) gave PKA-R1A act 8, HTR5A ag 3, AddAB inh 4.8, OPRM1-OPRD1 inv 5, SUMO Mot1 rescue 11, PfHsp90 set2 15, MOR-DOR ag -1.0, DSG3 Ab inh 105, phage Ecoli inh 4.3, HTR5A inv ag -8 and Ecoli viability 2.4.
Screening COc1ccc(NC(=O)CCSCCC(=O)Nc2ccc(OC)cc2OC)c(OC)c1 returned PKA-R1A act -8, HTR5A ag 1, AddAB inh 1.3, OPRM1-OPRD1 inv 3, SUMO Mot1 rescue 6, PfHsp90 set2 -24, MOR-DOR ag -0.6, phage Ecoli inh 2.4, HTR5A inv ag 4 and Ecoli viability 0.9.
COc1ccc(CCNC(=O)c2cn3ccc(C)cc3n2)cc1OC was read as PKA-R1A act 6, HTR5A ag 1, AddAB inh 0.9, OPRM1-OPRD1 inv -1, SUMO Mot1 rescue -13, PfHsp90 set2 -54, MOR-DOR ag 0.2, DSG3 Ab inh 104, phage Ecoli inh 1.8, HTR5A inv ag 12 and Ecoli viability -1.3.
Screening CCOC(=O)c1ccc(NC(=O)C2CCCN(S(=O)(=O)c3ccc(F)cc3)C2)cc1 (stereo not given) returned PKA-R1A act -11, HTR5A ag 2, AddAB inh 0.3, OPRM1-OPRD1 inv -15, PfHsp90 set2 -12, MOR-DOR ag 2.8, DSG3 Ab inh 95, phage Ecoli inh -3.0, HTR5A inv ag -7 and Ecoli viability 1.6.
Screening CCCNC(=O)NC(=O)COC(=O)c1ccc(OC)c(S(=O)(=O)N2CCCc3ccccc32)c1 returned PKA-R1A act 3, HTR5A ag 5, AddAB inh -0.8, OPRM1-OPRD1 inv 10, SUMO Mot1 rescue -1, PfHsp90 set2 34, MOR-DOR ag -1.6, phage Ecoli inh 3.4, HTR5A inv ag 11 and Ecoli viability -3.1.
`COc1ccc(OC)c(NC(=S)Nc2ccccc2)c1` gave PKA-R1A act 10, HTR5A ag 8, AddAB inh 3.7, OPRM1-OPRD1 inv 6, SUMO Mot1 rescue 15, PfHsp90 set2 -8, MOR-DOR ag -1.4, DSG3 Ab inh 99, phage Ecoli inh 3.2, HTR5A inv ag -28 and Ecoli viability -0.3.
CCCc1cc(C(=O)Nc2cccnc2Cl)no1 was read as PKA-R1A act -14, HTR5A ag 0, AddAB inh 2.3, OPRM1-OPRD1 inv 10, PfHsp90 set2 18, MOR-DOR ag -1.8, DSG3 Ab inh 100, phage Ecoli inh 2.6, HTR5A inv ag -5 and Ecoli viability -0.1.
Screening Cc1ccc(C(=O)NCC(=O)OC(C)C(=O)NCCC2=CCCCC2)cc1C (stereo not given) returned PKA-R1A act 5, HTR5A ag 1, AddAB inh -0.5, OPRM1-OPRD1 inv 9, SUMO Mot1 rescue -14, PfHsp90 set2 7, MOR-DOR ag -1.8, phage Ecoli inh 2.2, HTR5A inv ag 7 and Ecoli viability -1.9.
NC(=O)c1ccccc1NC(=O)c1ccccc1S(=O)(=O)c1ccccc1[N+](=O)[O-] was read as PKA-R1A act 2, HTR5A ag 3, AddAB inh 4.0, OPRM1-OPRD1 inv -1, SUMO Mot1 rescue 21, PfHsp90 set2 10, MOR-DOR ag 0.1, DSG3 Ab inh 78, phage Ecoli inh 2.9, HTR5A inv ag 2 and Ecoli viability -0.5.
Screening COc1ccccc1CNC(=O)CNC(=O)[C@@H]1Cc2ccccc2CN1 returned PKA-R1A act -16, HTR5A ag -2, AddAB inh -1.0, OPRM1-OPRD1 inv 15, SUMO Mot1 rescue -2, PfHsp90 set2 -6, MOR-DOR ag -3.0, DSG3 Ab inh 103, phage Ecoli inh 2.1, HTR5A inv ag -4 and Ecoli viability 0.2.
CCc1nc(C)cn1S(=O)(=O)c1cc(OC)c(C)cc1C was read as PKA-R1A act -15, HTR5A ag 3, AddAB inh -2.0, OPRM1-OPRD1 inv -10, SUMO Mot1 rescue -3, PfHsp90 set2 -3, MOR-DOR ag 1.7, DSG3 Ab inh 101, phage Ecoli inh 0.7, HTR5A inv ag 6 and Ecoli viability -2.2.
`COc1ccc(OC)c(S(=O)(=O)N2CCC(C(=O)N(C)Cc3ccccc3)CC2)c1` gave PKA-R1A act -5, HTR5A ag 3, AddAB inh 1.0, OPRM1-OPRD1 inv 15, SUMO Mot1 rescue -1, PfHsp90 set2 -7, MOR-DOR ag -2.7, DSG3 Ab inh 103, phage Ecoli inh 1.4, HTR5A inv ag -9 and Ecoli viability 0.0.
Screening CCOCc1nnc(NC(=O)C2CC(=O)N(CCc3ccc(F)cc3)C2)s1 (stereo not given) returned PKA-R1A act 3, HTR5A ag -3, AddAB inh 4.1, OPRM1-OPRD1 inv 0, SUMO Mot1 rescue -9, PfHsp90 set2 -12, MOR-DOR ag -0.1, DSG3 Ab inh 94, phage Ecoli inh 2.6, HTR5A inv ag -6 and Ecoli viability -3.0.
CC1CCCC(C)N1C(=O)c1ccc(S(=O)(=O)N2CCCC2)cc1 (stereo not given) was read as PKA-R1A act -13, HTR5A ag 0, AddAB inh -3.0, OPRM1-OPRD1 inv 19, SUMO Mot1 rescue 17, PfHsp90 set2 18, MOR-DOR ag -4.7, DSG3 Ab inh 99, phage Ecoli inh 0.1, HTR5A inv ag -1 and Ecoli viability -4.0.
For Oc1ccc(Br)cc1-c1cc(-c2ccccc2F)[nH]n1 the results were PKA-R1A act -3, HTR5A ag 0, AddAB inh 1.4, OPRM1-OPRD1 inv -4, SUMO Mot1 rescue -11, PfHsp90 set2 -19, MOR-DOR ag 0.7, DSG3 Ab inh 106, phage Ecoli inh 1.3, HTR5A inv ag 0 and Ecoli viability -0.8.
`Cc1ccccc1NC(=O)COC(=O)c1ccc(CSc2ccc(Cl)cc2)cc1` gave PKA-R1A act -1, HTR5A ag -2, AddAB inh -1.9, OPRM1-OPRD1 inv 18, PfHsp90 set2 -15, MOR-DOR ag -3.5, DSG3 Ab inh 80, phage Ecoli inh 2.2, HTR5A inv ag -3 and Ecoli viability -0.7.
For COc1cccc(NC(=O)CN2CCN(S(=O)(=O)c3ccc(F)cc3)CC2)c1 the results were PKA-R1A act -2, HTR5A ag 3, AddAB inh 1.7, OPRM1-OPRD1 inv 4, SUMO Mot1 rescue -1, PfHsp90 set2 -6, MOR-DOR ag -0.6, DSG3 Ab inh 99, phage Ecoli inh 3.3, HTR5A inv ag 6 and Ecoli viability 1.4.
For Cc1ccc(S(=O)(=O)N2CCOCC2)cc1C(=O)OCC(=O)c1ccc[nH]1 the results were PKA-R1A act -5, HTR5A ag 0, AddAB inh -0.2, OPRM1-OPRD1 inv 14, SUMO Mot1 rescue -10, PfHsp90 set2 -1, MOR-DOR ag -3.7, phage Ecoli inh 4.5, HTR5A inv ag -9 and Ecoli viability -1.4.
Screening COc1ccccc1CNS(=O)(=O)c1ccc2c(c1)oc(=O)n2C returned PKA-R1A act 12, HTR5A ag 1, AddAB inh 2.9, OPRM1-OPRD1 inv 7, SUMO Mot1 rescue -7, PfHsp90 set2 6, MOR-DOR ag -1.2, DSG3 Ab inh 100, phage Ecoli inh 3.2, HTR5A inv ag -31 and Ecoli viability 0.3.
Screening COc1cc(C2C(C(=O)C(C)(C)C)=C(O)C(=O)N2Cc2ccccc2)ccc1O (stereo not given) returned PKA-R1A act -6, HTR5A ag 1, AddAB inh 0.2, OPRM1-OPRD1 inv 3, SUMO Mot1 rescue 12, PfHsp90 set2 -24, MOR-DOR ag -0.7, DSG3 Ab inh 105, phage Ecoli inh 2.4, HTR5A inv ag -5 and Ecoli viability 0.1.
CC(=O)c1cccc(NC(=O)c2ccc(Br)o2)c1 was read as PKA-R1A act 2, HTR5A ag 1, AddAB inh 6.7, OPRM1-OPRD1 inv -3, SUMO Mot1 rescue 49, PfHsp90 set2 -31, MOR-DOR ag 0.5, DSG3 Ab inh 103, phage Ecoli inh 4.4, HTR5A inv ag -17 and Ecoli viability 8.2.
`CC(Sc1nnc2ccccn12)C(=O)Nc1ncc(Cl)cc1Cl` (stereo not given) gave PKA-R1A act 3, HTR5A ag -1, AddAB inh 1.3, OPRM1-OPRD1 inv 0, SUMO Mot1 rescue 110, PfHsp90 set2 8, MOR-DOR ag 0.0, DSG3 Ab inh 98, phage Ecoli inh 3.4, HTR5A inv ag 1 and Ecoli viability 0.8.
O=S(=O)(c1ccccc1)c1nc(-c2cccs2)oc1NCC1CCCO1 (stereo not given) was read as PKA-R1A act -7, HTR5A ag -4, AddAB inh 4.5, OPRM1-OPRD1 inv 10, SUMO Mot1 rescue 7, PfHsp90 set2 16, MOR-DOR ag -2.5, DSG3 Ab inh 117, phage Ecoli inh 0.7, HTR5A inv ag 7 and Ecoli viability 0.6.
`Cc1c(C)n(Cc2ccccc2)c2ncnc(NCCCO)c12` gave PKA-R1A act -2, HTR5A ag 1, AddAB inh -0.7, OPRM1-OPRD1 inv 16, SUMO Mot1 rescue 11, PfHsp90 set2 -6, MOR-DOR ag -3.1, DSG3 Ab inh 90, phage Ecoli inh 3.4, HTR5A inv ag -3 and Ecoli viability 0.9.
Screening COc1ccccc1NC(=S)NC1CC2CCC1C2 (stereo not given) returned PKA-R1A act -4, HTR5A ag 1, AddAB inh 0.3, OPRM1-OPRD1 inv -6, SUMO Mot1 rescue 0, PfHsp90 set2 -4, MOR-DOR ag 1.2, DSG3 Ab inh 105, phage Ecoli inh 1.8, HTR5A inv ag -20 and Ecoli viability -0.5.
`Cc1cccc(-c2nc3ccccc3c(=O)n2NC(=S)N(C)C)c1` gave PKA-R1A act 0, HTR5A ag 3, AddAB inh 0.9, OPRM1-OPRD1 inv 14, SUMO Mot1 rescue 1, PfHsp90 set2 1, MOR-DOR ag -2.4, DSG3 Ab inh 97, phage Ecoli inh -1.2, HTR5A inv ag -7 and Ecoli viability 0.3.
Screening CCN(CC)S(=O)(=O)c1ccc(S(=O)(=O)N2CCCC2)cc1 returned PKA-R1A act -12, HTR5A ag 7, AddAB inh 5.0, OPRM1-OPRD1 inv 15, SUMO Mot1 rescue -15, PfHsp90 set2 2, MOR-DOR ag -2.7, DSG3 Ab inh 111, phage Ecoli inh 5.7, HTR5A inv ag -17 and Ecoli viability 1.6.
`COc1cc(NC(=O)c2cc3c(CO)cnc(C)c3oc2=Nc2cccc(C(N)=O)c2)cc(OC)c1` gave PKA-R1A act -4, HTR5A ag 3, AddAB inh -0.2, OPRM1-OPRD1 inv 17, SUMO Mot1 rescue 12, PfHsp90 set2 -11, MOR-DOR ag -3.0, DSG3 Ab inh 103, phage Ecoli inh 2.1, HTR5A inv ag -13 and Ecoli viability 0.3.
O=C(O)CN1C(=O)NC2(CCc3ccccc32)C1=O (stereo not given) was read as PKA-R1A act 2, HTR5A ag 6, AddAB inh 3.9, OPRM1-OPRD1 inv 15, SUMO Mot1 rescue 7, PfHsp90 set2 -11, MOR-DOR ag -2.8, DSG3 Ab inh 103, phage Ecoli inh 2.6, HTR5A inv ag -5 and Ecoli viability 1.8.
